FBPA Giardia inh – qHTS Assay for Inhibitors of Fructose-1,6-bisphosphate Aldolase from Giardia Lamblia. A8B2U2. purified Giardia FBPA. Potency, µM (top dose mostly 59.6 µM), for inactives: at the highest dose activity, negative = inhibition, hits mostly inhibitors. 290,000 compounds, 0.71% hits. AID 2451, 2010; note: potency is the fitted concentration of half-maximal effect; nearly all actives have a fitted effect of over 55% in size
Target sequence (A8B2U2 whole entry, looked up): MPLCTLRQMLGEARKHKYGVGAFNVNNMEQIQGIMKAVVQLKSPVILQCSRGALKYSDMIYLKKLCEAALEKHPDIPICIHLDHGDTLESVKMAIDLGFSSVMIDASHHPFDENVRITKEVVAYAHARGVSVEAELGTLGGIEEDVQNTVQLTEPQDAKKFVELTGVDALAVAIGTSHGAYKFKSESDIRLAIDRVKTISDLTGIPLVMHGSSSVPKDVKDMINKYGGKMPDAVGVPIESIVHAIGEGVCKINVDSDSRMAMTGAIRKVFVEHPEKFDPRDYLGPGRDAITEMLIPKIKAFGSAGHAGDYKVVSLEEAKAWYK
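40 nM FBPA preincubated 10 min at RT with compound (up to 57.5 uM final), then substrate plus GAPDH/TPI/NAD/arsenate coupling and diaphorase/resazurin added. Fluorescence read after 20 min at RT, 525/598 nm.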
HCV inhibitor – qHTS Assay for Inhibitors of Hepatitis C Virus (HCV); Huh7.5.1 HCVcc-Cre infection, luciferase reporter, 44 h; Potency, µM (highest dose often 41.8 µM), inactives show top-dose activity change, negative = inhibition, actives largely listed as inhibitors; 340,000 compounds, 3.4% hits; AID 651820, 2012; note: potency is the fitted concentration of half-maximal effect
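Luciferase read-out (15 sec integration) after a 15 min room-temperature substrate step quantifies HCVcc-Cre infection. Cells, 1,000 per well, had compound added 4 h post-plating, then virus at ~0.5 moi, and were cultured 44 h.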
Sm TGR block – qHTS Assay for the Inhibitors of Schistosoma Mansoni Peroxiredoxins; Schistosoma mansoni thioredoxin glutathione reductase (TGR), Q962Y6; 360,000 compounds, 3% hits; Potency, µM (titrated, usually from 114 µM), for inactives: top-dose activity change, negative = inhibition, actives largely listed as inhibitors; AID 485364, 2010; purified TGR, DTNB reduction, TNB absorbance 405 nm; note: potency is the fitted concentration of half-maximal effect; nearly all actives have a fitted effect of over 60% in size
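First, TGR (20 nM dispensed) and NADPH were mixed with compound. Second, a 15 min room-temperature incubation followed. Third, further NADPH and then DTNB were added to start the reaction. Finally, TNB absorbance was monitored kinetically.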
AmpC inh detg – qHTS Inhibitors of AmpC Beta-Lactamase (assay with detergent); P00811; AmpC hydrolysis of nitrocefin, absorbance 480 nm, 0.01% Triton; Potency, µM (doses to about 114 µM), without a hit: at the top dose activity change, negative = inhibition, hits mostly inhibitors; 370,000 compounds, 0.041% hits;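 note: potency is the fitted concentration of half-maximal effect; 0% = no-compound wells and -100% = no-enzyme wells; nearly all actives have a fitted effect of over 25% in size; some results filed as inactive show a strong effect at the top dose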
Target sequence (P00811 whole entry, looked up): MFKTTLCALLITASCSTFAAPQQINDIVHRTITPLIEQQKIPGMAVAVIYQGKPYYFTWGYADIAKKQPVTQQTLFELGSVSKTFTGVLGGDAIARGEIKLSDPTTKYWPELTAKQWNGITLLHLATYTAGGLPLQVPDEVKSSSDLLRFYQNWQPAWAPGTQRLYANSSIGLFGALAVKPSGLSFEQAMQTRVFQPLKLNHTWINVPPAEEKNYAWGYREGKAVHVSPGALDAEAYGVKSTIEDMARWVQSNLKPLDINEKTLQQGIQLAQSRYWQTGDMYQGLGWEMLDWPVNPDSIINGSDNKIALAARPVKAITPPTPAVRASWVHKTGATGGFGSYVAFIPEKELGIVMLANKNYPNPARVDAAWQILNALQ
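20 mM phosphate pH 7.0 + 0.01% (detergent screen) or 0.0001% Triton X-100; 5.3 nM AmpC reagent; cpd preinc 15 min RT; nitrocefin (800 uM stock) to start; A480 q20 s × 4 min; Activity was normalised to no-enzyme and no-compound control wells.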
AmpC inh no detg – qHTS Inhibitors of AmpC Beta-Lactamase (assay without detergent). P00811. AmpC nitrocefin hydrolysis, absorbance 480 nm, 0.0001% Triton. Potency, µM (titrated, usually from 57.1 µM), without a hit: at the highest dose activity change, negative = inhibition, most hits filed as inhibitors. 330,000 compounds, 0.52% hits. AID 485341, 2010;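 note: potency is the fitted concentration of half-maximal effect; plate controls were no compound for no effect and no enzyme for full effect; nearly all actives have a fitted effect of over 20% in size; some results filed as inactive show a strong effect at the top dose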
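AmpC (5.3 nM in the dispensed reagent) in 20 mM phosphate pH 7.0 with 0.01% (detergent screen) or 0.0001% Triton X-100 was preincubated with compounds for 15 min at room temperature. Nitrocefin was then added from an 800 uM solution, and hydrolysis was followed at 480 nm.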
HCMV antiviral – qHTS Assay for inhibitors of the human cytomegalovirus (HCMV). HFF cells, HCMV-luciferase reporter, 72 h; hits give low values. activity change, negative = inhibition, % at 57.5 µM. 410,000 compounds, 4.5% hits. AID 1259415, 2018; in the data active = activity change below about -60%; inconclusive = no clear call, values can overlap the other calls; inactive = above about -39%
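Screen run at 2 compound doses on HFFs infected with reporter HCMV, MOI 1 PFU/cell. Luciferase activity from cell lysates at 72 h post infection gave inhibition relative to buffer-only and Salinomycin wells.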
An asterisk follows results filed as active; ? = inconclusive; nt = not tested or not shown; & = joins results of further samples; [ ] = another dose, or the depositor's remark. Unless noted, calls come from the whole dose curve; as a rule, active = well fitted curve in the direction sought with a large enough effect; inconclusive = small, poorly fitted or top-dose-only effect, or another doubt; inactive = no such curve, though single readings can be large; an effect the other way counts as inactive or inconclusive. Unless noted, % is set by controls: 0 for no effect and ±100 for the full control effect.

SMILES	FBPA Giardia inh	HCV inhibitor	Sm TGR block	AmpC inh detg	AmpC inh no detg	HCMV antiviral
COc1ccc(C)cc1NC(=O)CO/N=C(\N)CC(=O)NC1CCCCC1	nt	-15%	-1%	1%	1%	-13
O=C(COCc1cc(-c2ccc3c(c2)OCO3)on1)Nc1cccnc1Cl	nt	-1%	3%	0%	1%	-5
Cc1cccc(C)c1NC(=O)CNC(=O)c1cn(-c2ccccc2)nc1-c1ccccc1	-7%	-2%	0%	?	1%	-5
c1ccc2nc(-c3ccc(N4CCOCC4)cc3)ccc2c1	-25%	?	-4%	-15%	-7%	-27
CC(=O)C1=C(C)N(Cc2ccccc2)C(=O)N[C@H]1c1cccc(C(F)(F)F)c1	3%&-2%	?	-5%	?	-19%	-69*
Cc1cccc(CSc2cn(CC(=O)N3CCCC3)c3ccccc23)c1	nt	nt	0%	-4%	nt	0
CN(C(=O)c1ccc(NC(=O)Cc2ccc(NC(=O)C3CCCN(C(=O)c4ccccc4)C3)cc2)cc1)C1CC1 (centres undefined)	nt	?	-10%	7%	80%[activator]	10
O=C(Nc1nnc(-c2ccco2)o1)C1CCCCC1	-4%	-26%	-1%	6%	-3%	0
COc1ccccc1-c1nnc2sc(C3CCCCC3)nn12	5%	-13%	-2%	-20%	-8%	?
O=C(Nn1cnnc1)c1ccc(Cl)cc1	-11%	10%	-6%	?	-11%	-6
CCN(Cc1ccccc1)Cc1c(O)ccc2c(=O)c(-c3ccc(Cl)cc3)c(C(F)(F)F)oc12	nt	nt	9%	5%	nt	-7
O=C(NCc1ccccn1)c1ccco1	-2%	5%	50µM*	3%	-12%	-30
Cc1ccc(CNC(=O)c2ccc3c(=O)n4c(-c5ccc(C)cc5)csc4nc3c2)cc1	0%	9%	9%	0%	-41%	16
COc1ccc(-c2noc(CSCC(=O)Nc3cc(OC)c(OC)c(OC)c3)n2)cc1OC	nt	nt	1%	11%	nt	3
C=CCOc1c(Br)cc(CNn2nnnc2N)cc1OCC	-1%	?	39%[activator]	0%	-4%	10
COc1ccc(OCC(=O)Nc2ccc3nc(C)sc3c2)cc1	6%	-21%	1%	?	-35%[11.4 µM]	?
COc1ccc(OCc2nc(N)nc(Nc3cccc(C)c3C)n2)cc1	5%	21%	0%	?	-6%	44
CCOC(=O)c1cc(C(=O)NC(C)c2ccccc2)c(=O)[nH]c1C (centres undefined)	2%	-9%	13%	4%	-26%	-9
CCOc1ccc(Cc2nc(-c3nonc3N)no2)cc1OCC	-3%	?	0%	-4%	-32%	20
CCOC(=O)N1CCC(NC(=O)C2CCN(S(=O)(=O)N3CCC(C)CC3)CC2)CC1	7%	-7%	-1%	-14%	35%[activator]	-5
COc1ccc(-c2csc(N3CCN(S(=O)(=O)c4ccc5c(c4)NC(=O)CO5)CC3)n2)cc1	nt	?	1%	-3%	-6%	-88*
CCCCCCOC(=O)Sc1nc2ccccc2o1	-13%	10%	-9%	-1%	-20%	-17
CCc1nccn1S(=O)(=O)c1ccc(C)c(C)c1	-14%	11%	-12%	?	1%	-26
Cc1ccc(OCC(=O)NNC(=O)c2cccnc2)cc1C	4%	14%	8%	3%	-7%	-29
O=c1oc(-c2ccccc2NS(=O)(=O)c2ccc(Cl)cc2)nc2ccccc12	-1%	?	0%	2%	-41%	-3
CN(CC(=O)NCCc1ccc(Cl)cc1)S(=O)(=O)c1ccc2c(c1)c(=O)n(C)c(=O)n2C	0%	?	6%	?	0%	-10
COc1ccccc1NC(=O)C1CC(=O)OC1c1ccccc1 (centres undefined)	4%	-7%	0%	-10%	-17%	-11
CCOc1cc(/C=C/C(=O)c2ccc3c(c2)OCCO3)ccc1OCC(=O)N(C)C	-3%	?	-9%	-7%	128%[activator]	-77*
CCCCCCOc1ccc(C(=O)NCCCn2ccnc2)cc1	9%	?	3%	5%	51%	99
Cc1ccc(NC(=O)CSc2ncc3ccccn23)cc1	-16%	29%	-2%	2%	-15%	-8
CCCCn1c(N)c(N(CCOC)C(=O)c2cc(-c3ccncc3)nc3ccccc23)c(=O)[nH]c1=O	nt	5%	-6%	-1%	4%	?
O=C1c2ccc3c4c(ccc(c24)C(=O)N1CCCCO)C(=O)N(CCCCO)C3=O	?	7.1µM*	-11%	-7%	43%	-100*
CCCSCCCNC(=O)c1ccccc1NC(=O)C1=CSCCO1	nt	-7%	-1%	-13%	-52%	-16
CCOP(=O)(OCC)C(Nc1cccc([N+](=O)[O-])c1)c1ccc(N(C)C)cc1 (centres undefined)	-9%	-1%	-2%	-1%	104%[activator]	-18
O=C(c1ccc2c(c1)OCO2)N1CCc2ccccc2C1	-5%	-7%	5%	-8%	-10%	48
CCCCc1nc2cc(C(=O)N3CCCCC3COC)ccc2o1 (centres undefined)	18%	-22%	3%	?	48%	36
COC(=O)c1c(C)[nH]c(C(C)=O)c1C	0%	2%	4%	?	-10%	52
COc1ccc(NC(=S)N(CCN2CCOCC2)Cc2cc3cc4c(cc3[nH]c2=O)OCCO4)cc1	-7%	6%	3%	7%	147%[activator]	39
COc1ccc(C(=O)c2coc3ccc(O)c(CN4CCOCC4)c23)cc1	0%	?	5%	0%	33%	42
CCN1C(=O)[C@H]2[C@@H](c3ccc(C)cc3)N3C(=O)N(c4cccc(F)c4)C(=O)[C@@]3(CC)[C@H]2C1=O	-1%	6%	-7%	-15%	42%	17
COc1ccccc1NS(=O)(=O)c1cc(NC(=O)CNC(=O)c2ccccc2)ccc1C	12%	-2%	-8%	?	-26%	?
N#C/C=C1\n2c(nc3ccccc32)OC12CCCCC2	6%	-21%	-7%	?	-34%	?
Cc1ccc(NC(=O)c2sc3ncnc(N(C)C4CCCCC4)c3c2C)cc1	nt	nt	-1%	14%	nt	-13
CCN(CC(=O)Nc1c(F)cccc1F)C(=O)CN(C)S(=O)(=O)c1ccc(F)cc1	nt	5%	-2%	-14%	-17%	-36
O=C(OCCN1C(=O)c2ccccc2C1=O)C1CC(O)CN1S(=O)(=O)c1ccc(Cl)cc1 (centres undefined)	nt	7%	-1%	5%	58%	-10
Cn1c(=O)oc2cc(S(=O)(=O)N3CCc4ccccc43)ccc21	2%	-20%	7%	1%	20%	?
Cc1nc2c(-c3ccc(Cl)cc3)c(C)[nH]n2c(=O)c1Cc1ccccc1	-10%	?	6%	5%	-35%	-99*
COc1ccc(C(=O)NC(=S)N2CCCCC2)cc1	-5%	25%	-14%	4%	-3%	23
CCOc1ccc(NC(=O)CSc2nnc(-c3ccccn3)n2N)cc1	9%	-4%	6%	-16%	-31%	17
COC(=O)C1=C[C@@H](C(=O)OC)C2C3=C(C(=O)C24CCCCC4)[C@H](C)n2c(=O)n(-c4ccccc4)c(=O)n2[C@@H]3C1 (some centres undefined)	5%	-21%[8.37 µM]	nt	nt	nt	-20
O=C1C(Cl)=C(NCCN2CCOCC2)C(=O)c2ccccc21	?	?	?	-3%	-2%	-10
Cc1ccc(S(=O)(=O)NNC(=S)NCCc2ccccc2)cc1	5%	9%	?	2%	-38%	-30
CCc1ccccc1NC(=O)Cn1c(=O)n(CCc2ccccc2)c(=O)c2ccccc21	nt	nt	-1%	4%	nt	5
CCc1ccc(C(=O)c2cn(CC(=O)Nc3ccc4c(c3)OCO4)c3cc(OC)c(OC)cc3c2=O)cc1	nt	nt	0%	7%	nt	?
COC(=O)C1=C(C)N(CC2CC2)C(=O)N[C@H]1c1ccccc1	1%[12.9 µM]	19%	nt	nt	nt	2
O=C(O)c1ccc(-n2nnnc2SCc2cccc(Br)c2)cc1	9%	8%	-15%	?	-7%	?
CC(C)c1c(C(=O)N/N=C/C=C/c2ccccc2)nnn1-c1nonc1N	nt	11%	-8%	-4%	-32%	-34
COc1cc(NC(=O)c2cccs2)c(C(=O)OCC(=O)NC(=O)NCc2ccccc2)cc1OC	-3%	0%	6%	4%	-19%	-6
CCCC(=O)Nc1cc2c3c(c1)CCN3C(=O)CC2	16%	5%	0%	-3%	-9%	-33
c1ccc(-c2nc(-c3cccs3)[nH]c2-c2ccccc2)cc1	1%	?	-22%	0%	-26%	30
(list continues)
SMILES	FBPA Giardia inh	HCV inhibitor	Sm TGR block	AmpC inh detg	AmpC inh no detg	HCMV antiviral
Cc1c(C(=O)C(=O)N2CCCc3ccccc32)c2ccccc2n1C	-23%	0%	-6%	-12%	-3%	?
COc1ccc(C[C@H]2CN3C(=NC[C@H]3C)N2CCNC(=O)CCC2CCCCC2)cc1	10%	-11%	-7%	-5%	40%	-2
OC(COc1ccc(Cl)c2ccccc12)CN1CCN(c2ccccn2)CC1 (centres undefined)	-3%	14%	0%	-10%	124%[activator]	13
CC(N)C12CC3CC(CC(C3)C1)C2 (centres undefined)	4%&-1%&3%&0%	-5%&-81%	-19%&2%	-3%&1%	-6%&-17%	-2&-27
COCCNC(C(=O)Nc1ccc(C)cc1[N+](=O)[O-])c1ccccc1 (centres undefined)	-5%	-6%	-27%	-11%	-3%	2
Cc1cc(C)n(CC(=O)n2c3ccccc3c3ccccc32)n1	-4%	6%	6%	-14%	-7%	31
CCOc1c2ccc(C(=O)NCc3ccc4c(c3)OCO4)cc2nn1C	4%	4%	-12%	1%	0.32µM*	17
Cc1[nH]cnc1CSCc1ccc(F)cc1	?	-3%	-18%	-5%	-5%	15
Cc1ccc2c(c1)C(=O)CC(O)(C(F)F)O2 (centres undefined)	3%	18%	112%[activator]	5%	-19%	-2
CC(C)(C)c1ccc(OCCOCCn2c(-c3ccc(Cl)cc3)nc3ccccc3c2=O)cc1	nt	nt	-8%	-5%	nt	5
CC(Sc1n[nH]c(-c2ccccc2F)n1)C(=O)Nc1ccc(S(N)(=O)=O)cc1 (centres undefined)	nt	20%	0%	-1%	-47%	6
CCc1ccc2oc(C(=O)Nc3sc4c(c3C(=O)NC)CCCC4)cc(=O)c2c1	nt	nt	7%	-6%	nt	2
COc1cccc(-n2c(=S)[nH]c3ccccc3c2=O)c1	-3%	20%	-11%	3%	-24%	-21

Another view of 5 compounds above.
SMILES,FBPA Giardia inh,HCV inhibitor,Sm TGR block,AmpC inh detg,AmpC inh no detg,HCMV antiviral
Cc1cc(C)n(CC(=O)n2c3ccccc3c3ccccc32)n1,-4%,6%,6%,-14%,-7%,31
CCOc1c2ccc(C(=O)NCc3ccc4c(c3)OCO4)cc2nn1C,4%,4%,-12%,1%,0.32µM*,17
Cc1[nH]cnc1CSCc1ccc(F)cc1,?,-3%,-18%,-5%,-5%,15
Cc1ccc2c(c1)C(=O)CC(O)(C(F)F)O2 (centres undefined),3%,18%,112%[activator],5%,-19%,-2
CC(C)(C)c1ccc(OCCOCCn2c(-c3ccc(Cl)cc3)nc3ccccc3c2=O)cc1,nt,nt,-8%,-5%,nt,5

Outcome played no part in choosing rows. About 9.9% of those tested had a hit in this group.
